FEN1 inhibitor: qHTS Assay for the Inhibitors of Human Flap endonuclease 1 (FEN1); P39748; AID 588795, 2011; Potency, µM (titrated, usually from 114 µM), for inactives: at the highest dose activity change, negative = inhibition, usual class: inhibitors; Recombinant FEN1 flap cleavage, fluorescence, 15 min; hit rate 0.35% among 390,000; note: nearly all actives have a fitted effect of over 65% in size
Target sequence (P39748 whole entry, looked up): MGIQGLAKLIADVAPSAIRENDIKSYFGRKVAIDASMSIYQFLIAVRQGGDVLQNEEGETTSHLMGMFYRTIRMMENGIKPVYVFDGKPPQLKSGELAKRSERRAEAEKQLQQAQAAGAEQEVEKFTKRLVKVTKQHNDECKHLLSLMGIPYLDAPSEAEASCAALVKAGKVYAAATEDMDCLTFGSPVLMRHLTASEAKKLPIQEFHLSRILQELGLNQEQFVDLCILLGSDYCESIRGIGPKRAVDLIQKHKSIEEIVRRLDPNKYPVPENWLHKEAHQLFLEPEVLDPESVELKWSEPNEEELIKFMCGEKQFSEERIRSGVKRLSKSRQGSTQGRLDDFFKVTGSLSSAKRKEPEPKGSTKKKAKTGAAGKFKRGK
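FEN1 at 10 nM, compound pretreatment for 15 min (room temperature), 50 nM final substrate to initiate; endpoint reads at 0 and 15 min; DMSO-only plates used as vehicle background.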
GCN5L2 inh: qHTS Assay for Inhibitors of GCN5L2; Histone acetyltransferase KAT2A (Homo sapiens), Q92830; GCN5L2 HAT assay, ThioGlo1 CoA-SH fluorescence; Potency, µM (series often up to 58.9 µM), for inactives: at the top dose activity change, negative = inhibition, usual class: inhibitors; hit rate 0.21% among 390,000
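GCN5L2 (20nM final) in 50mM HEPES, 0.1mM EDTA pH 7.5, 0.01% Tween-20 was preincubated 15 min at room temperature with compound, then given ThioGlo1 (50uM), H3(1-25) peptide (75uM) and acetyl-CoA (70uM); CoA-thiol fluorescence (Ex340/Em540) was read at 0 and 20 min.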
N370S GC mod: qHTS Assay for Inhibitors and Activators of N370S glucocerebrosidase as a Potential Chaperone Treatment of Gaucher Disease. Lysosomal acid glucosylceramidase (Homo sapiens), P04062. N370S GC spleen homogenate, 4MU-glucoside fluorescence. Potency, µM (highest dose often 59.4 µM), without a hit: at the highest dose activity change, negative = inhibition, actives largely listed as inhibitors. hit rate 0.092% among 330,000;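 note: 0% = full enzyme activity and -100% = no enzyme basal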
* hit, by the source's call; u = inconclusive; x = not tested or not shown; & = joins results of further samples; [ ] = remark or other dose. Calls come from the whole dose curve; as a rule, active = well fitted curve in the direction sought with a large enough effect; inconclusive = small, poorly fitted or top-dose-only effect, or another doubt; inactive = no such curve, though single readings can be large; an effect the other way counts as inactive or inconclusive. Unless noted, % is set by controls: 0 for no effect and ±100 for the full control effect; potency is the fitted concentration of half-maximal effect. These rows are one share of the data, so the mix of outcomes need not match the whole.

Below each compound: FEN1 inhibitor | GCN5L2 inh | N370S GC mod
Cc1ccc2oc(-c3cccc(NC(=S)NC(=O)c4cccs4)c3)nc2c1
  -1% | 0% | 7%
COc1cc2c(cc1OC)CN(C(=O)CCNS(=O)(=O)c1ccccc1F)CC2
  -8% | -1% | -5%
COc1ccccc1CNC(=O)COC(=O)Cc1ccc(Cl)cc1
  0% | -8% | 27%
O=C(Nc1cccc(C(F)(F)F)c1)c1cccnc1N1CCN(CCO)CC1
  7% | -2% | -6%
CCCCOC(=O)Cn1c(=N)n(CCN(CC)CC)c2ccccc21
  9% | -14% | -12%
COc1ccccc1/C=C/C(=O)NCC(=O)N/N=C(/C)c1ccc(Cl)cc1
  -15% | -6% | -17%
COc1ccc(NC(=O)c2nnn(Cc3ccccc3C)c2N)c(OC)c1
  1% | 3% | x
NC(=O)Cn1nnc(-c2ccccc2NC(=O)c2cnccn2)n1
  0% | -5% | 9%
O=C(NC(c1ccccc1)c1c(O)ccc2ccccc12)c1ccccc1Cl (stereo not given)
  -21% | -19% | 14%
CCOC(=O)CSc1nc2cccnc2n1-c1ccc(F)cc1
  -10% | 2% | 26%
C/C(CC(=O)Nc1ccc2ccccc2c1)=N\NC(=O)c1ccc(O)c(O)c1
  1% | -11% | -11%
Cc1ccc2c(=O)c(C(=O)c3ccccc3)cn(CC(=O)NCc3ccccc3)c2n1
  -2% | 2% | x
CCOC(=O)C1=C(COC(=O)Cc2ccc(Br)cc2)NC(=O)NC1C (stereo not given)
  -2% | 1% | -13%
C=CCOc1cccc(C2C(C(=O)c3ccc(C)o3)=C(O)C(=O)N2c2nccs2)c1 (stereo not given)
  -9% | -13% | 10%
CCN(Cc1ccccc1)C(=O)Cn1c(=O)n(-c2ccc(Cl)cc2)c(=O)c2c(C)c(C(=O)N(C)C)sc21
  -5% | -9% | x
CCOCCSc1n[nH]c(=O)n1CCc1ccccc1
  -11% | -23% | -15%
COc1ccc(CCNC(=O)c2ccc(CNS(=O)(=O)c3cccc(Cl)c3)cc2)cc1OC
  -10% | 2% | 6%
CCCCc1nc2cc(C(=O)N3CCNC(=O)C3)ccc2o1
  0% | -5% | 0%
OCC1(Cc2ccccc2)CCN(CCCC2CCCC2)CC1
  -11% | 0% | 5%
C=CCn1c(SCCCc2ccccc2)nc2c1c(=O)[nH]c(=O)n2C
  -22% | 2% | 5%
COc1ccc(N2CCN(C(=O)CC(C)S(=O)(=O)c3ccc4c(c3)NC(=O)CO4)CC2)cc1 (stereo not given)
  -10% | -10% | -21%
COCCNC(=O)c1ccc(CS(=O)(=O)c2c(Cl)cccc2Cl)o1
  -10% | -12% | -3%
CCOC(=O)[C@@H]1[C@H]2COc3ccccc3[C@@H]2N2C(=O)N(c3ccc(Cl)cc3)C(=O)[C@@]12C
  -15% | -3% | -1%
CC(C)CCN1C(=O)c2ccc(C(=O)Nc3ccc(O)cc3C(=O)O)cc2C1=O
  10% | 0% | -12%
CCC(C)N(C(=O)c1csnn1)C(C(=O)NC1CCCC1)c1ccc(F)cc1 (stereo not given)
  5% | -1% | -8%
O=C(C(Sc1ccccc1)c1ccc(Br)cc1)N1CCOCC1 (stereo not given)
  14% | -2% | 4%
O=C1OC2(CCCCC2)OC(=O)C1=CNc1ccc2c(c1)OCO2
  -2% | 0% | -9%
CCn1c(C)cc(=S)c2ccccc21
  u | -3% | 6%
Cc1ccc(NC(=S)NC2CCCCC2)cc1S(=O)(=O)N(C)C
  -11% | -9% | -1%
CC[C@H](C)[C@@H]1NC(=O)c2cc([N+](=O)[O-])cc(I)c2SC[C@@H](C(N)=O)NC(=O)[C@H](CCCCN)NC1=O
  u | -7% | 3%
O=C(Nc1ccc(OCc2cc(=O)n3ccccc3n2)cc1)c1ccccc1Cl
  -3% | -8% | x
N#Cc1ccccc1OCC(=O)Nc1ccc(N2CCOCC2)cc1N1CCOCC1
  -11% | -10% | x
CCOc1ccc(-c2nnc(SCC(=O)Nc3cc(F)ccc3F)o2)cc1
  -1% | -4% | x
O=C(Nc1cccc(NC(=O)c2ccccc2F)c1)c1ccccc1
  3%&11% | -4%&-4% | -2%
COC(=O)c1ccc(/C=N/OCC(=O)NC2CCCCCCC2)cc1
  -7% | 1% | x
CN(C)C(=O)c1ccc(NC(=O)c2cncc(Br)c2)cc1
  -1% | -1% | 4%
O=C(Cn1cc(SCc2ccc(C(F)(F)F)cc2)c2ccccc21)N1CCCC1
  -30% | -9% | x
Oc1c(CN2CCN(c3ccc(F)cc3)CC2)cc(Cl)c2cccnc12
  u | -14% | -9%
COc1ccc(NC(=O)C23CC4CC(C2)CC(n2cnc(Br)n2)(C4)C3)c(OC)c1
  -4% | -4% | -1%
Cc1cc(Br)ccc1OCC(=O)NNC(=O)Cc1ccccc1
  1% | 0% | 5%
Cc1ccc2c(c1)-c1[nH]c(=S)ncc1CS2
  18% | u | -11%
Cc1ccc(NC(=O)C(C)OC(=O)/C=C/c2ccccc2)cc1S(=O)(=O)N1CCOCC1 (stereo not given)
  12% | -12% | -13%
COc1ccnc(N=CNOCc2cccc(C(F)(F)F)c2)c1C#N
  -12% | -3% | 8%
C/C(=N\Nc1nccnc1Cl)c1c(F)c(F)c(F)c(F)c1F
  0% | -6% | 7%
COC(=O)[C@@]1(Cc2ccccc2)[C@H]2C(=O)N(Cc3ccccc3)C(=O)[C@H]2[C@H]2CN=C(SCC3CC3)N21
  6% | -7% | x
Cc1cccc(N2CCN(C(=O)c3ccc4c(c3)c(C)c(C)n4C)CC2C)c1 (stereo not given)
  -23%&-4% | -9%&9% | u
Cc1ccc(C2CC(c3ccc(Cl)cc3)=NNC2=O)cc1 (stereo not given)
  -1% | -2% | 5%
Cc1ccc(SCc2[nH]nc3c2C2(C(=O)N(C)c4ccccc42)C(C#N)=C(N)O3)cc1 (stereo not given)
  -3% | 0% | -7%
COc1ccc(OCC(=O)NNc2c3ccccc3nc3ccccc23)cc1
  u | -8% | 19%
CCOC(=O)Cn1nc(CC)c2ccccc2c1=O
  -3% | u | 0%
CCOc1ccc(C2CC(c3cccc(OC)c3)n3nc(N)nc3N2)cc1 (stereo not given)
  -13% | -1% | -4%
Clc1ccccc1OCCCCN1CCCC1
  11% | 22% | -8%
COc1cccc(-n2ccnc2SCC(=O)Nc2nc3ccc(C)cc3s2)c1
  12% | -5% | x
COc1ccc(SCC(=O)Nc2ccccc2Cl)cc1
  -5% | -7% | 8%
Cc1ccc2nc(-c3cc(-c4ccccc4)no3)cn2c1
  -2% | 0% | 6%
CCOC(=O)CSc1nc(N)c2c3c(sc2n1)CCCC3
  4% | -4% | u
CCCCc1cc2ccccc2c(OCCN(C)C)n1
  10% | u | -5%[21.6 µM]
CCCCCCNc1ncnc2c1sc1nc(N3CCOCC3)c3c(c12)CCCC3
  1% | -5% | x
CC(=O)Nc1cc2c(cc1NC(=O)Cn1nc(-c3ccccc3)ccc1=O)OCCO2
  -3% | 1% | -13%
CCN(CC)S(=O)(=O)c1ccc(N2CCCC2)c(C(=O)OCC(=O)Nc2cc(C)on2)c1
  -23% | -9% | 3%

Remaining list, next part
Below each compound: FEN1 inhibitor | GCN5L2 inh | N370S GC mod
CCOc1ccc(NCc2nnc(SCC(=O)Nc3nc(-c4ccccc4)cs3)n2-c2ccccc2)cc1
  0% | -6% | -2%
CCCCn1c(N)c(Sc2ccc(C)cc2)c(=O)[nH]c1=O
  0% | 1% | -24%
CC1CCN(c2cc(N3CCN(C(=O)c4ccc(F)c(F)c4)CC3)c([N+](=O)[O-])cc2F)CC1
  -14% | -12% | 0%
COc1ccc(NC(=O)c2c(NC(=O)C(F)(F)F)sc3c2CCCCC3)cc1
  -6% | -12% | x
O=C(Nc1ccc2oc(-c3cccnc3)nc2c1)c1ccc(Br)o1
  -5% | -13% | 14%
COC(=O)C(Cc1ccccc1)NC(=O)CNC(=O)c1sc2ccccc2c1Cl (stereo not given)
  -1% | -7% | 0%
CN(C)c1ccc(C(O)P(=O)(OC2CCCCC2)OC2CCCCC2)cc1 (stereo not given)
  -2% | 10% | -1%
COc1cccc(-n2c(=O)c3sc4ccccc4c3n(CC(=O)Nc3ccccc3OC)c2=O)c1
  -3% | 5% | x
CSc1ccc(CN2CCN(C(=O)c3ccc([N+](=O)[O-])cc3)CC2)cc1
  -24% | -4% | -14%
COc1ccc2c(c1)CCc1c(C(=O)Nc3c(C)nn(Cc4ccccc4C)c3C)noc1-2
  -17% | -4% | x
Cc1nc(-c2ccccc2)c(Cc2ccccc2O)c(=O)[nH]1
  -1% | -3% | -3%
COc1ccc(C(C)C)cc1S(=O)(=O)N1CCN(c2ccccc2)CC1
  -18% | -12% | 1%
CN(C(=O)CCc1nnc(Cc2ccc(-c3ccccc3)cc2)o1)C1CCOCC1
  1% | -6% | -3%
CC(C)CC(=O)N1CCC(O)(CS(=O)(=O)c2ccc(Cl)c(Cl)c2)CC1
  -8% | -5% | -6%
CCCC(=O)N1CCc2cc(OC)c(OC)cc2C1COc1ccc(C(=O)OC)cc1 (stereo not given)
  -1% | -12% | x
Cc1cccc(OCc2ccc(C(=O)Nc3cc(C)on3)o2)c1
  -9% | -20% | -5%
CN(Cc1ccc(F)cc1)S(=O)(=O)c1nnc(NC(=O)c2ccc(F)cc2)s1
  -1% | -11% | x
CCN(CCCNC(=O)c1[nH]c(C)c(C(C)=O)c1C)c1ccccc1
  5% | -2% | 3%
CC(C)c1ccc(N2C(=O)CSC23C(=O)N(Cc2cccc(F)c2)c2ccccc23)cc1 (stereo not given)
  8% | -17% | x
CC(C)c1ccc(NC(=O)C2CCCN(S(=O)(=O)c3cccc4nsnc34)C2)cc1 (stereo not given)
  -11% | -7% | x
CCCCNC(=O)Cn1nc(-c2ccc(C)cc2)ccc1=O
  5% | -21% | -2%
CCC1C/C(=C/c2ccco2)C(=O)/C(=C/c2ccco2)C1 (stereo not given)
  x | 1% | -17%
COc1cc(NC(=O)c2cccnc2Sc2ccc(C)c(C)c2)cc(OC)c1OC
  -1% | 0% | 0%
O=C(CSc1ccc(-c2ccccn2)nn1)Nc1ccc(F)c(F)c1
  -1%&4% | -25%&-3% | 0%
CCOC(=O)c1c(NC(=O)/C=C/c2ccc(Cl)cc2)sc2c1CCC(C)C2 (stereo not given)
  -8% | -3% | x
NC(Cc1ccc2nonc2c1)C(=O)O (stereo not given)
  -7% | -9% | -5%
COc1cc(C(=O)Nc2cc(C)c(O)c(-c3nc4cc(Cl)ccc4o3)c2)cc(OC)c1OC
  -6% | -14% | x
Cc1cccc(NC(=O)c2ccc(F)c(S(=O)(=O)N3CCN(c4ccc(F)cc4)CC3)c2)c1
  9% | -5% | x
CCN1CCN(c2c(S(=O)(=O)c3ccc(C)c(C)c3)cnc3ccc(F)cc23)CC1
  -15%&-14% | -3%&-5% | u
Cc1ccnc(NC2CCCCC2)c1
  -13% | 1% | -18%
Cc1nc2ccccn2c1C(=O)N/N=C/c1ccccc1[N+](=O)[O-]
  0% | -4% | 12%
COc1cc(C(=O)OCc2cc(=O)n3ccsc3n2)cc(OC)c1OC
  -3% | 10% | x
O=C(Cn1c2[n+](c3ccc(C(F)(F)F)cc31)CCCCC2)Nc1c(F)cccc1F
  -1% | -7% | 1%
O=C(O)/C(=C\c1ccc(Cl)c([N+](=O)[O-])c1)c1ccc(S(=O)(=O)N2CCCC2)s1
  -18% | -18% | x
O=C(Nc1nnc(S(=O)(=O)N2CCCC2)s1)c1ccccc1F
  1%&-17% | -2%&0% | 0%
CCOC(=O)C1CCN(Cc2ccccc2C)CC1
  12% | -4% | x

Fetched one by one from the list above, 6 records:
Below each compound: FEN1 inhibitor | GCN5L2 inh | N370S GC mod
Cc1nc2ccccn2c1C(=O)N/N=C/c1ccccc1[N+](=O)[O-]
  0% | -4% | 12%
CCOC(=O)C1CCN(Cc2ccccc2C)CC1
  12% | -4% | x
O=C(Cn1c2[n+](c3ccc(C(F)(F)F)cc31)CCCCC2)Nc1c(F)cccc1F
  -1% | -7% | 1%
O=C(Nc1nnc(S(=O)(=O)N2CCCC2)s1)c1ccccc1F
  1%&-17% | -2%&0% | 0%
COc1cc(C(=O)OCc2cc(=O)n3ccsc3n2)cc(OC)c1OC
  -3% | 10% | x
O=C(O)/C(=C\c1ccc(Cl)c([N+](=O)[O-])c1)c1ccc(S(=O)(=O)N2CCCC2)s1
  -18% | -18% | x
